CDK5 inh: inhibitors of human CDK5/p35 kinase, primary screen, biochemical, single concentration; Cyclin-dependent kinase 5 (Homo sapiens) + Cyclin-dependent kinase 5 activator 1 (Homo …; Recombinant CDK5/p35, ADP-Glo luminescence, 60 min; inhibition, % at 10 µM; 330,000 tested, 0.01% active; AID 488839, 2010;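 active means highest replicate inhibition of at least 50% and at least 75% of replicates reaching 50%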;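 further: plate controls were DMSO neutral control for no effect and GW8510 at 10 µM for full effect; many of its hits are not listed in these tables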
Tat transport: E. coli Tat export inhibitors, primary screen, MC4100, TorA-mCherry reporter, fluorescence, single point. inhibition, % at 10 µM. 340,000 tested, 0.036% active. AID 488895, 2010;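 active means mean replicate inhibition at least 50% and at least half of replicates individually reaching 50%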;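 further: exported cargo escapes ClpAP degradation while cytoplasmic cargo is degraded and loses fluorescence; 0% = median of neutral control wells and 100% = median of NaSCN control wells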
Ecoli viability: E. coli V3065 growth inhibition, primary screen, counter-screen for AddAB inhibitor project, absorbance, OD600; 18 h; 330,000 tested, 0.27% active; inhibition, % at 11.9 µM;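 active means inhibition above the campaign's mean inhibition across all tested compounds plus 3 SD, cut at about 9.9% in these data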;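 further: uninfected addAB+ strain grown without phage in ampicillin broth; 0% = DMSO wells and 100% = ciprofloxacin 0.95 µg/ml wells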
phage Ecoli inh: growth loss of phage-infected E. coli, primary screen, RecBCD inhibitor project, absorbance, with phage, HTS. AID 651602, 2012. 360,000 tested, 0.26% active. inhibition, % at 11.9 µM; in the data active means inhibition above about 11%
HTR5A inv ctr: HTR5A inverse agonists in luminescence cell assay, primary screen, counter-screen for OPRM1-OPRD1 heterodimer inverse agonist project, full-deck HTS. HTR5A cell line, inverse agonism. inhibition, % at 9.3 µM. 340,000 tested, 0.083% active. AID 504634, 2011; in the data active means inhibition mostly above about 23%, no sharp cut-off; inactive means mostly below about 18%;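 further: 0% = cells with DMSO and 100% = no-cell wells with DMSO; some compounds called inactive have numbers as strong as hits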
Target sequence (P47898 whole entry, looked up): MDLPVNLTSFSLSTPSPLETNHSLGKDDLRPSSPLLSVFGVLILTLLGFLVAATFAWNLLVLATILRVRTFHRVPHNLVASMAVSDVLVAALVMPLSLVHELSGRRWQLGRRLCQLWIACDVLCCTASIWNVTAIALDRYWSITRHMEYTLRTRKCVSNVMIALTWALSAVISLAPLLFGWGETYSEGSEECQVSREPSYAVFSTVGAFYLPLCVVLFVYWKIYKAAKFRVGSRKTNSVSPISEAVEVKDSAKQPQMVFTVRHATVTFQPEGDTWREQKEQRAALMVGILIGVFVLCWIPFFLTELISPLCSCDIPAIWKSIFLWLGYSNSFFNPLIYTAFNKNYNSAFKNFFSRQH
PKA-R2B act: activators of PKA-R2B holoenzyme, primary screen, biochemical, fluorescence polarization, Cy5-IP20, human. cAMP-dependent protein kinase catalytic subunit beta (Homo sapiens) + cAMP-dependent …. PKA-R2B holoenzyme dissociation; R2B truncated from residue 108, S112A mutant; 0% DMSO only, 100% 113 µM cGMP. activation, % at 11.4 µM. 340,000 tested, 0.079% active. AID 504700, 2011;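 active means activation above a cutoff set at the mean over all compounds plus 3 SD, cut at about 18% in these data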;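 further: higher means more holoenzyme dissociation and a rise in polarization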
AddAB inh: growth inhibition of E. coli expressing H. pylori AddAB, primary screen, AddAB inhibitor project, absorbance. 330,000 tested, 0.29% active. AID 435030, 2010. inhibition, % at 11.9 µM; in the data active means inhibition above about 12%;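 further: 0% = vehicle wells of infected cells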
Mot1-301 SUMO: yeast Mot1-301 growth rescue at high temperature, primary screen, SUMOylation pathway inhibitor project, S. cerevisiae, ATP luminescence, 38.5C; S. cerevisiae Mot1-301 growth rescue; percent above DMSO median, 100 means doubled; growth rescue, % at 18.8 µM; 320,000 tested, 1% active;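 active means every valid replicate shows activation above 250% relative to neutral control wells; inactive means the rest, any valid replicate at or below 250%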;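 further: OY570 slx delta 5 strain wells were the positive control but not used for scaling; some compounds called inactive have numbers as strong as hits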
HTR5A ag ctr: HTR5A agonists in luminescence cell assay, primary screen, counter-screen for OPRM1-OPRD1 heterodimer agonist project, full-deck HTS; activation, % at 9.3 µM; 5-hydroxytryptamine receptor 5A (Homo sapiens), P47898; 340,000 tested, 0.61% active; cell-based; in the data active means activation mostly above about 9.5%, no sharp cut-off; inactive means mostly below about 7.6%;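 further: 0% = cells with vehicle only and 100% = reference agonist; strong numbers were not always called active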
DAGLB inh: DAGLB lipase inhibitors, primary screen, biochemical, fluorescence, HTS; 340,000 tested, 0.059% active; HEK293T DAGLB membrane lysate, EnzChek fluorogenic substrate; inhibition, % at 5.17 µM; Diacylglycerol lipase-beta (Homo sapiens), Q8NCG7; AID 504411, 2011; in the data active means inhibition above about 34%;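 further: 0% = enzyme with vehicle and 100% = wells lacking enzyme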
Target sequence (Q8NCG7 whole entry, looked up): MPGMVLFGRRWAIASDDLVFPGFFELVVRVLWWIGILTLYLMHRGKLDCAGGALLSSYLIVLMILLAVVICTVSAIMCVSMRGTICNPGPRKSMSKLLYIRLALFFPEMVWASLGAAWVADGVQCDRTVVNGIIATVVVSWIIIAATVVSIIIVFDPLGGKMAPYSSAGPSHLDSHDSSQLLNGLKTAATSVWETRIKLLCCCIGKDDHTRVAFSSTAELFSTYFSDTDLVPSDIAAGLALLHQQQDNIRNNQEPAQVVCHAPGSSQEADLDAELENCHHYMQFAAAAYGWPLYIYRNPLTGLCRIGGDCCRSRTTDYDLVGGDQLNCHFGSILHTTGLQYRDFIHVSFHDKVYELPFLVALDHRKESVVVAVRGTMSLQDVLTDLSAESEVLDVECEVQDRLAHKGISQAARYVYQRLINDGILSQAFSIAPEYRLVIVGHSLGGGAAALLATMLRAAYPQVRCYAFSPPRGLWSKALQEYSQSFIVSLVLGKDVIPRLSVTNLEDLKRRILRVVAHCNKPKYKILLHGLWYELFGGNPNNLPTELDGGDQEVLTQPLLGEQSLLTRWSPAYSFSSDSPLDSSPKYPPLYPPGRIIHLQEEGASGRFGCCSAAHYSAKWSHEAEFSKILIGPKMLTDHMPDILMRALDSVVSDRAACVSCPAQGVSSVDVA
PKA-R1A act: activators of PKA-R1A holoenzyme, primary screen, biochemical, fluorescence polarization, Cy5-IP20, bovine R1A, mouse PKAc | PKA-R1A dissociation; scaled: DMSO 0%, 113 µM cGMP 100% | cAMP-dependent protein kinase type I-alpha regulatory subunit (Bos taurus) + … | 340,000 tested, 0.083% active | activation, % at 11.4 µM;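 active means percent activation above the mean of all tested compounds plus 3 SD, cut at about 19% in these data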;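 further: higher means more PKAc released from R1A so a rise in polarization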
Active calls of the source: *; nt = not tested or not shown.

SMILES	CDK5 inh	Tat transport	Ecoli viability	phage Ecoli inh	HTR5A inv ctr	PKA-R2B act	AddAB inh	Mot1-301 SUMO	HTR5A ag ctr	DAGLB inh	PKA-R1A act
N#Cc1ccccc1COC(=O)c1ccc(Br)o1	0.6	5	1.8	3.1	-14	-17	1.9	-8	5	-3	-7
Clc1cc(Cl)cc(CSc2nnc(-c3sccc3-n3cccc3)o2)c1	1.2	-5	-2.2	1.2	-24	1	3.9	-11	-1	-4	5
Brc1ccc(OCCCCN2CCCCC2)cc1	2.4	10	1.6	1.3	-4	2	4.1	73	1	-1	-6
CC/C(=C/c1sc2ccc(C)cc2[n+]1CCO)SC	0.4	6	3.1	2.3	1	4	1.7	8	0	1	-17
Cc1nc2c(c(=O)c3ccccc3n2C)c(=O)n1-c1ccccc1	6.8	3	-0.7	3.0	-6	0	-0.3	-9	-4	-2	3
CC1(C)CC(=O)C(C(=O)C2CCN(S(=O)(=O)c3ccccc3)CC2)C(=O)C1	-2.1	-2	1.6	0.3	-9	-3	3.1	-17	3	0	-6
CCCCC1(C)OC(=O)C(=Cc2ccc(-c3ccc(Cl)c(C(=O)O)c3)o2)C(=O)O1 (stereo unspecified)	4.0	-2	-3.0	0.8	24	-6	1.4	-8	2	6	-6
Cc1cccc(NC(=O)CSc2nnc(-c3ccccc3Br)o2)c1C	-0.8	3	0.5	3.0	-18	-20	2.9	11	4	-5	-5
COCCCNC(=O)C1CCN(c2ccc(N3CCOCC3)nn2)CC1	1.4	-7	0.6	1.4	-8	-13	1.7	6	3	-1	-4
COCCCNC(=O)C[C@H]1C[C@H](C(=O)N2CCOCC2)[C@@]2(C)c3[nH]c4cc(-c5ccco5)ccc4c3CCN2C1=O	1.2	-17	1.4	2.0	5	0	1.5	nt	-2	1	3
COc1ccc(NC(=O)COc2ccc(Br)cc2)c(OC)c1	0.3	2	0.9	3.3	-22	-6	4.5	3	6	-19	-4
c1ccc(N/N=C2\CCCc3ccccc32)nc1	0.8	-7	2.1	1.4	21	4	3.0	nt	-1	-5	-6
CC(CNC(=O)CN1C(=O)c2cccnc2Oc2ccc(Cl)cc21)c1ccccc1 (stereo unspecified)	nt	-1	-0.5	3.5	7	5	0.8	48	-2	-1	2
CN(C)CCCOC(=O)COc1ccc(C(C)(C)C)cc1	1.1	0	0.2	2.0	-23	7	5.9	-15	9	1	-5
CN(C)CCN(Cc1cc2cc3c(cc2[nH]c1=O)OCO3)C(=S)NCc1ccco1	-4.2	-3	1.4	1.8	-6	3	1.0	-11	2	3	-3
CC(C)C(NC(=O)c1ccc(C(C)(C)C)cc1)C(=O)Nc1cccc(S(N)(=O)=O)c1 (stereo unspecified)	0.5	3	-0.9	1.4	15	-5	-0.3	-31	2	-7	3
CC(O)/C=C/C1OC(=O)CC1Nc1ccc(C=O)cc1 (stereo unspecified)	1.0	-1	-0.8	3.2	-1	-4	4.4	-5	5	-2	-2
O=C(Nc1ccc(Oc2nnc(-c3ccccc3)c3ccccc23)cc1)c1ccccc1	0.0	-5	1.7	-0.6	21	-9	0.9	8	0	-2	-11
N#Cc1ccc(C(=O)NC(=S)N2CCOCC2)cc1	0.4	4	-0.4	-0.6	8	-4	-0.3	158	-2	0	-4
O=C(OCc1ccccc1)/C(=C/c1cccc(Br)c1)NC(=O)c1ccco1	-0.2	3	-0.8	-1.1	2	1	-0.9	-7	2	-2	-5
CC1(C)Nc2cccc3cccc(c23)N1	0.8	3	nt	1.8	4	-6	nt	nt	-1	1	-4
CC(C)N(C(=O)CSc1nc2ccccc2c(=O)[nH]1)C(C)C	-0.3	-4	1.3	-0.3	-36	-5	1.9	-1	-2	-2	-3
C=C(NC(=O)C(=C)NC(=O)c1csc(C2=NC3c4csc(n4)C4NC(=O)c5csc(n5)C(C(C)(O)C(C)O)NC(=O)C5CSC(=N5)/C(=C/C)NC(=O)C(C(C)O)NC(=O)c5csc(n5)C3(CC2)NC(=O)C(C)NC(=O)C(=C)NC(=O)C(=C)NC(=O)C(C(C)C)NC2C=Cc3c(C(C)O)cc(nc3C2O)C(=O)OC4C)n1)C(N)=O (stereo unspecified)	-0.4	4	nt	1.2	-13	-1	nt	nt	3	-1	0
CC(C)(C)OC(=O)N1CCC(C(=O)N2CCC[C@H]2C(=O)O)CC1	2.8	5	-2.8	1.2	14	-1	-0.8	-20	-6	0	7
COc1ccc(CCNC(=O)Nc2cccc([N+](=O)[O-])c2)cc1OC	-0.3	3	0.3	4.1	17	-2	1.9	-18	-7	0	-5
FC(F)(F)c1nnc(-c2ccccc2)nc1N1CCCC1	2.1	-3	-0.8	3.9	0	-5	3.9	1	0	-3	-1
O=C(NC(=S)NCCOCc1ccc(Cl)cc1)c1cccnc1	0.4	-7	0.7	2.1	-3	-4	1.1	4	3	-2	-2
O=C(Cn1cnc2scc(-c3ccc(Cl)cc3)c2c1=O)N1CCOCC1	-0.8	-13	-0.2	-0.1	5	6	1.8	14	4	-2	7
CC(C)CN(C(=O)C1CSC2(C)CCC(=O)N12)c1c(N)n(Cc2ccccc2)c(=O)[nH]c1=O (stereo unspecified)	0.8	-5	0.1	0.7	8	11	0.9	16	2	2	-4
COc1ccc(CN(C)C(=S)Nc2ccc(OC(F)F)cc2)cc1	0.1	5	4.3	4.1	4	5	2.2	-7	-1	-2	-2
Cc1nnc(SCC(=O)Nc2sc3c(c2C(N)=O)CCC(C)C3)[nH]c1=O (stereo unspecified)	-0.1	2	-3.7	2.7	-24	1	1.1	2	10	0	-6
CCCS(=O)(=O)N1CCCC(C(=O)NC2CCCC(C)C2C)C1 (stereo unspecified)	-0.8	-2	1.7	2.0	-3	0	2.4	154	1	0	-9
CC1(C)C2CCC1(CS(=O)(=O)Nc1ccc(S(=O)(=O)N3CCCCC3)cc1)C(=O)C2 (stereo unspecified)	3.4	3	0.8	4.0	-6	0	4.6	-3	5	0	-4
CC1(C)CC(NC(=O)COc2ccc(Cl)cc2Cl)CC(C)(C)N1	0.2	-5	1.8	-1.5	17	3	1.6	-17	6	-2	4
O=C(N/N=C/C(Cl)=C/c1ccc([N+](=O)[O-])cc1)C(=O)Nc1ccc(C(=O)O)cc1	-0.7	2	-2.0	2.9	-15	-1	0.3	-9	-1	1	-8
Cc1ccc(Cl)cc1NC(=O)CCn1cccc1	-3.8	-4	-0.5	0.8	14	-11	2.8	-2	-2	0	-5
COc1cc(C(=O)OCCCc2cc3ccccc3c(=O)o2)cc(OC)c1OC	0.5	0	-0.4	2.3	-34	0	0.3	-1	-2	-3	5
O=C(Nc1ccc(N2CCOCC2)cc1)c1cc2c(s1)CCCCC2	-5.6	2	2.5	3.7	11	-18	5.5	7	4	2	-2
C/C(=N\NC(=O)c1nnn(-c2nonc2N)c1-c1cccs1)c1cccc(O)c1	-0.8	0	-1.9	0.2	-21	-6	3.7	65	5	-2	-4
O=C(COC(=O)c1cc(S(=O)(=O)N2CCOCC2)c(Cl)cc1Cl)NC1CC1	-1.4	-8	0.3	1.1	-25	-2	1.5	-5	9	-1	-7

A different layout for part of the listing above:
Every second line gives: CDK5 inh, Tat transport, Ecoli viability, phage Ecoli inh, HTR5A inv ctr, PKA-R2B act, AddAB inh, Mot1-301 SUMO, HTR5A ag ctr, DAGLB inh, PKA-R1A act
Cc1nnc(SCC(=O)Nc2sc3c(c2C(N)=O)CCC(C)C3)[nH]c1=O (stereo unspecified)
→ -0.1, 2, -3.7, 2.7, -24, 1, 1.1, 2, 10, 0, -6
CCCS(=O)(=O)N1CCCC(C(=O)NC2CCCC(C)C2C)C1 (stereo unspecified)
→ -0.8, -2, 1.7, 2.0, -3, 0, 2.4, 154, 1, 0, -9

Additional entries.
SMILES	CDK5 inh	Tat transport	Ecoli viability	phage Ecoli inh	HTR5A inv ctr	PKA-R2B act	AddAB inh	Mot1-301 SUMO	HTR5A ag ctr	DAGLB inh	PKA-R1A act
CC(NC(=O)/C(C#N)=C/c1cccs1)c1ccccc1 (stereo unspecified)	0.0	-3	1.3	3.0	-10	3	1.0	8	4	-2	7
O=[N+]([O-])/C(C(=C(Cl)Cl)N1CCN(Cc2ccccc2)CC1)=C1\NCCN1Cc1ccc(Cl)nc1	0.4	5	-2.6	2.7	12	-6	-0.2	-1	-5	1	5
CCCn1c(N)c(C(=O)CN(C)CC(=O)Nc2cccc(F)c2)c(=O)[nH]c1=O	0.7	-2	0.7	5.9	-10	2	1.1	9	-1	4	0
COc1ccc(-c2cccc([C@H]3[C@@H]4C=CCC[C@@]4(C)C(=O)N3Cc3ccccc3)c2)cc1	-0.6	5	0.5	-0.5	-2	-1	3.7	50	-3	-7	-4
O=C1CC(c2ccccc2)CC(O)=C1C=NC1CCCC1 (stereo unspecified)	-2.3	-1	-1.6	0.1	-5	-6	-2.1	-24	2	0	-6
Cc1c(-c2ccccc2)nc(N)c(C#N)c1-c1cccnc1	0.7	2	-2.5	0.7	-34	0	-0.9	19	5	-3	-18
CC(C)NC(=O)c1onc(CSc2ccccn2)c1C(=O)NC(C)C	0.4	-2	0.5	1.0	-11	-2	4.0	10	4	2	-5
Cc1nc(C)c(N)c(=O)[nH]1	0.8	-17	-3.7	1.8	-10	-3	-0.8	86	4	0	6
Cc1ccc(-c2nsc3c(N4CCC(C(N)=O)CC4)ncnc23)cc1	-3.2	2	0.8	-0.8	-7	-10	0.8	2	5	-1	9
O=C(O)c1cccc2c1Cc1cc(Cl)ccc1-2	-0.1	1	nt	1.5	-3	1	nt	nt	1	4	4
CCOc1ccc(S(=O)(=O)N2CCN(C(=S)NC3CC3)CC2)cc1	2.0	6	-0.1	0.2	-6	8	0.7	139	2	2	-10
CN(C(=O)c1cc(-c2ccc3c(c2)OCO3)on1)c1ccccc1	1.4	13	1.6	1.0	-29	-9	0.8	24	3	-6	4
Cc1cccc(OCCNC(=O)c2cncc(Br)c2)c1	0.9	2	0.5	2.2	-36	-4	5.4	222	7	-1	-10
Cc1nn(Cc2ccc(Cl)cc2)c(C)c1N	0.5	-7	-0.5	1.2	7	5	4.5	149	1	0	-6
COc1ccc(C(=O)NC2CC(C)(C)Cc3c2cnn3-c2ccccc2)c(OC)c1 (stereo unspecified)	-3.4	9	-3.0	0.4	9	4	-1.2	-13	-4	0	8
Cc1csc2ncc(C(=O)NCCC(c3ccccc3)c3ccccc3)c(=O)n12	1.2	4	-2.0	1.2	13	-7	-0.6	-12	2	1	-11
Cc1ccc(C(=O)NCc2ccccn2)cc1S(=O)(=O)N1CCCCC1	-3.8	-15	-2.9	0.5	24	16	-1.4	1	-4	-2	3
O=C(CSc1nc2ccsc2c(=O)n1-c1ccccc1)N1CCCC1	-2.8	11	-5.8	0.9	-18	9	-2.5	-16	0	2	4
